Compound activity from PubChem BioAssay.
STK33 inh: inhibitors of purified STK33 kinase, primary screen, biochemical, ADP-Glo luminescence, homogeneous, cell-free; inhibition, % at 10 µM; Serine/threonine-protein kinase 33 (Homo sapiens), Q9BYT3; MBP phosphorylation; 320,000 tested, 0.073% active; AID 2661, 2010;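 active = inhibition at or above 25%, using the most active replicate where run in duplicate; inactive = inhibition below 25%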
Target sequence (Q9BYT3 whole entry, looked up): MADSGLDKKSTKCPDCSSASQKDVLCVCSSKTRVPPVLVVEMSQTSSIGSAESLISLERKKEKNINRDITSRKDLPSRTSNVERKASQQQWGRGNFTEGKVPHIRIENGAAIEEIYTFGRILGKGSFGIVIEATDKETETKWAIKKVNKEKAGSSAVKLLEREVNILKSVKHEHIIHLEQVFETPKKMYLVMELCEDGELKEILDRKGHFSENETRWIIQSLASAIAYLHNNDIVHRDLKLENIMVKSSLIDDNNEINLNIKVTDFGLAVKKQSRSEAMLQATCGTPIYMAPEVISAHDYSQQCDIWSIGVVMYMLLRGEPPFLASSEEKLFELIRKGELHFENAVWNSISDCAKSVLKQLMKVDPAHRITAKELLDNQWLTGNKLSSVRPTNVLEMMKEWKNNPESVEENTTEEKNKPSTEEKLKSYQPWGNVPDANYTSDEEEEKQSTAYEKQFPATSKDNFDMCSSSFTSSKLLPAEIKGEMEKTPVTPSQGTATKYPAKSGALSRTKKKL
KCNQ2 inh: KCNQ2 potassium channel inhibitors, primary screen, cell-based, CHO-K1, FluxOR thallium flux, B-score (AID 2156) | Potassium voltage-gated channel subfamily KQT member 2 (Rattus norvegicus), O88943 | 20 min; active compounds read low | B-score at 10 µM | 310,000 tested, 1.1% active;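 active = fluorescence ratio B-score at most minus 3 library SDs, with starting brightness B-score within 2 library SDs, cut at about -5.5 in these data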
OX1R FRET antag: antagonists of human orexin 1 receptor (OX1R) | inhibition, % at 6.6 µM | AID 485270, 2010 | Orexin/Hypocretin receptor type 1 (Homo sapiens), O43613 | OX1R-expressing cells, FRET antagonist read-out | 330,000 tested, 1.8% active; in the data active = inhibition mostly above about 38%, no sharp cut-off; inactive = mostly below about 40%;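 note: 0% = agonist challenge alone and 100% = reference antagonist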
Target sequence (O43613 whole entry, looked up): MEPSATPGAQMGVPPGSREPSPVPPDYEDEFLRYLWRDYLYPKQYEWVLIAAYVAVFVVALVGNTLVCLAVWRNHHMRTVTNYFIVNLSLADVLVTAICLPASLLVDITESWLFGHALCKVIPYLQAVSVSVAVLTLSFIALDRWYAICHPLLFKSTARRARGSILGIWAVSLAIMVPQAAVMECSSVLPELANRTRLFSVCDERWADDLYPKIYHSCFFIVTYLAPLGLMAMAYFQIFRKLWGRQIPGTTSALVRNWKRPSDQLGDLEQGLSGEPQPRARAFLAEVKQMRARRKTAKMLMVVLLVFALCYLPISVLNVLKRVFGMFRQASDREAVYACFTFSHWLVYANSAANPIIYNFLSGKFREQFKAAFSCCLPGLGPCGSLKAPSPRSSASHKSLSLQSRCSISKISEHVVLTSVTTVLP
* marks the source's active call; other numbers are inactive results; i = inactive; / = not tested or not shown. Rows were taken by chance; about 2.7% have a hit in one of these screens.

Sample of the layout, five compounds:
SMILES	STK33 inh	KCNQ2 inh	OX1R FRET antag
CC1CC(Nc2ccccc2)=NC1(C)C (stereo not drawn)	-0.5	i	-18.2
C[C@@H]1C=C[C@](Cc2ccccc2)(C(=O)NCC2CC2)N1C(=O)c1ccccc1	-0.8	i	20.4
O=C(Nc1ccccc1)Nc1ccc(Cl)nc1Cl	-0.5	i	8.2
N#C/C(=C(/O)C(Cl)(Cl)Cl)c1nc2ccccc2[nH]1	4.0	i	51.4
COc1ccc(OC)c(NC(=O)CC2SC(=Nc3ccccc3)N(CCc3ccccn3)C2=O)c1 (stereo not drawn)	0.2	i	22.0

The whole of this part, previewed entries included:
SMILES	STK33 inh	KCNQ2 inh	OX1R FRET antag
CC1CC(Nc2ccccc2)=NC1(C)C (stereo not drawn)	-0.5	i	-18.2
C[C@@H]1C=C[C@](Cc2ccccc2)(C(=O)NCC2CC2)N1C(=O)c1ccccc1	-0.8	i	20.4
O=C(Nc1ccccc1)Nc1ccc(Cl)nc1Cl	-0.5	i	8.2
N#C/C(=C(/O)C(Cl)(Cl)Cl)c1nc2ccccc2[nH]1	4.0	i	51.4
COc1ccc(OC)c(NC(=O)CC2SC(=Nc3ccccc3)N(CCc3ccccn3)C2=O)c1 (stereo not drawn)	0.2	i	22.0
COc1ccc(CCNC(=O)C(=O)NCC2CCCN2S(=O)(=O)c2ccccc2)cc1 (stereo not drawn)	-0.6	i	21.9
COc1ccc(NC(=S)N2CCC(c3ccc(C)cc3)C2)cc1 (stereo not drawn)	-0.4	i	5.8
Cc1cccc(C)c1N1CCN(C(=O)c2ccc3c(c2)OCO3)CC1	-2.6	i	15.2
C[C@@H](O)[C@@H]1NC(=O)c2cc([N+](=O)[O-])cc(I)c2NCC[C@@H](C(N)=O)NC(=O)CNC1=O	-0.6	/	33.7
COC(=O)c1sc(NC(=S)NC(=O)c2ccc(C)cc2)nc1C	-1.6	i	4.4
O=C(CSc1nnc(CCCN2C(=O)c3cccc4cccc(c34)C2=O)n1-c1ccccc1)N1CCN(CCO)CC1	-1.1	i	20.4
CCO[C@H]1OC(C(=O)O)=C[C@@H](C2CCCCC2)[C@@H]1CCCO	-0.8	i	-4.0
Cc1cc(-c2cccs2)c2c(N)c(C(=O)c3ccc4c(c3)OCO4)sc2n1	-0.6	i	11.1
C/C(=N\N=C(/N)SC1CC(=O)N(c2ccc(Br)cc2)C1=O)c1cccs1 (stereo not drawn)	-1.6	i	22.3
O=C(NNc1ccc([N+](=O)[O-])cc1)c1ccccc1Cl	-2.6	i	36.8
CNC(=O)C1CCC(=O)N1Cc1ccccc1Cl (stereo not drawn)	-0.9	i	5.3
O=S(=O)(NCC(c1cccnc1)N1CCN(c2ccccc2)CC1)c1cc(F)ccc1F (stereo not drawn)	0.6	i	-1.3
COc1ccc(F)cc1S(=O)(=O)NCc1ccccc1	-0.9	i	15.1
C#Cc1ccc([C@H]2C=C(C(=O)NCc3nc4ccccc4[nH]3)O[C@@H](OCc3ccc(CO)cc3)C2)cc1	-0.2	i	24.5
S=C1NC2(CCCCC2)NN1c1ccccc1	-0.7	i	8.5
O=C(O)C1CC=CCC1C(=O)NCc1ccc(Cl)c(Cl)c1 (stereo not drawn)	-1.3	i	6.6
CCOc1ccccc1C(=O)NC1CCN(CC(=O)Nc2cc(OC)ccc2OC)CC1	4.1	i	6.4
O=C(CNC(=O)c1ccco1)NCC(=O)OCc1ccc(C(=O)Oc2ccc(Cl)cc2)cc1	-1.1	i	9.6
CCN1CCN(c2nc(NCCO)c3ccccc3n2)CC1	-2.1	i	-4.1
Cc1ccnc(N2CCCC(C(=O)NC3CC3)C2)n1 (stereo not drawn)	-1.2	i	8.7
COC(=O)c1cc(OC)c(OC)cc1NC(=O)Nc1ccc(OC)cc1	0.9	i	4.0
CCNC(=S)N1CCN(CCN2C(=O)c3cccc4cccc(c34)C2=O)CC1	0.6	i	43.3
C=CCc1cc(Cl)ccc1OCCNCCCOC	0.0	i	26.2
Cc1cc([N+](=O)[O-])nn1CC(=O)Nc1ccc(Cc2ccncc2)cc1	-2.1	i	20.4
COc1ccc(NC(=O)Nc2cccnc2)c(OC)c1	0.2	i	8.3
CCOc1ccccc1Nc1cc(C)c2cccc(C)c2n1	-0.9	-5.76*	0.7
O=C(COC(=O)c1cccc(Cl)c1Cl)NC1CCCC1	-1.4	i	3.4
CN(C)CCCNc1ncnc2c1c(-c1ccccc1)cn2-c1ccccc1	-0.6	i	20.7
O=C(Cn1c(NCCO)nc2ccccc21)NCC1CCCO1 (stereo not drawn)	/	i	17.1
CCn1ncc(CN2CCC(Oc3cc(C(=O)NC4CC4)ccc3OC)CC2)c1C	-2.2	i	/
CCC(=O)N1c2ccccc2NC2=C(C(=O)CC(c3ccco3)C2)C1c1ccco1 (stereo not drawn)	-0.2	i	11.0
Cc1cccnc1NC(=O)c1ccc(S(=O)(=O)NCc2ccco2)cc1	1.1	i	8.6
COc1ccccc1N1CCN(C(=O)C(=O)N/N=C/c2cccc(O)c2)CC1	-0.8	i	18.0
CC1CCCN(C(=O)CN2CCN(C(=O)c3ccco3)CC2)C1 (stereo not drawn)	0.3	i	3.8
NC(=S)Nn1c(-c2ccccc2)nc2ccccc2c1=O	-0.7	i	3.6
O=C(CSc1nnc(-c2ccc(F)cc2)n1CC1CCCO1)NCc1ccco1 (stereo not drawn)	-1.3	i	0.2
O=C(CSc1nnc(-c2ccc(Cl)cc2)n1Cc1ccco1)NCc1ccc2c(c1)OCO2	1.3	-5.89*	24.9
CCOC(=O)c1ccc(NC(=O)CC2SC(=NC)N(C)C2=O)cc1 (stereo not drawn)	-1.0	i	15.5
CCOC(=O)C1CCN(c2c(NCc3ccc(C(=O)NCCOC)cc3)c(=O)c2=O)CC1	-1.5	i	14.7
O=C(c1ccccc1N(Cc1ccccc1)S(=O)(=O)c1ccccc1)N1CCOCC1	0.5	i	16.9
CCN1CCN(c2nc3ccccn3c(=O)c2/C=C(\C#N)S(=O)(=O)c2ccccc2)CC1	-0.9	i	26.8
COc1cccc(NC(=O)CN(C)C(=O)COc2ccc3ccccc3c2)c1	-3.8	i	26.9
CC(=O)Nc1cc(OC(C)=O)c2nonc2c1OC(C)=O	2.4	/	84.7*
N#C/C(=C\Nc1ccc2c(c1)OCCO2)C(=O)NCc1ccco1	-1.8	i	8.3
CN1CCN(C(=S)c2cn(CCOc3ccccc3)c3ccccc23)CC1	-0.2	i	16.0
O=C(OCC(=O)N1CCOCC1)c1ccc(O)cc1	-0.8	i	20.5
Cc1nc(SCC(N)=O)[nH]c(=O)c1Cc1ccc(OC(C)C)cc1	-0.7	i	2.7
COc1ccc(/C=C2\N=C3CCCN3C2=O)cc1	1.3	i	46.2
Cc1ccc(C(=O)NC(=S)Nc2ccc(N3CCOCC3)cc2)cc1	-1.4	i	12.2
NNC(=O)c1ccc(Cl)cc1Cl	-1.8	i	12.1
Cn1nc(C(F)(F)F)c(-c2ccc(F)cc2)c1NC(=O)CSCC(=O)O	-1.1	i	2.0
NC(=S)c1c(Cl)cc(C(F)(F)F)cc1Cl	-2.2	i	9.3
Cc1cc(C)c(S(C)(=O)=O)c(NN)n1	0.0	i	10.5
COc1ccc(-n2nc(C(=O)NCC(=O)NC3CCCCCC3)c3ccccc3c2=O)c(OC)c1	-1.0	i	27.1
CCN(CC)S(=O)(=O)c1cc(C(=O)Nc2cc(Cl)ccc2N2CCN(C)CC2)ccc1Cl	0.3	i	11.9

Later entries
SMILES	STK33 inh	KCNQ2 inh	OX1R FRET antag
COc1ccc(CCC(=O)OCC(=O)NCc2ccccc2)cc1	0.6	/	3.1
Cc1ccccc1CC1SC(N)=NC1=O (stereo not drawn)	-0.2	i	5.8
Cc1cc(C)n2c(SCC(=O)Nc3ccc(F)cc3)nnc2n1	0.2	i	5.0
O=C(c1ccc2ccccc2c1)N1CCOCC1	-0.1	i	22.6
COc1ccc(N(CC(=O)N/N=C/c2ccc(OC)cc2OC)S(=O)(=O)c2ccccc2)cc1	-1.0	i	0.0
COc1ccc(S(=O)(=O)N2CCOCC2)cc1NC(=O)CN1CCN(C)CC1	-0.8	i	14.7
Cc1cc(C(=O)CSc2nnc(-c3ccccc3)n2Cc2ccc3c(c2)OCO3)c(C)n1C	-0.1	i	13.8
N#CC1=C(N)N(c2ccccc2Sc2ccccc2)C(=O)C1	-3.6	i	25.6
O=C(NC1CCCCC1)C(c1ccc(F)cc1)N(CCCN1CCOCC1)C(=O)c1ccc(CN2CCOCC2)o1 (stereo not drawn)	-2.3	i	0.0
CCc1ccc(Nc2cnn(C34CC5CC(CC(CC(=O)O)(C5)C3)C4)c(=O)c2Cl)cc1	-2.4	i	15.5
CC(=O)c1ccc(N2CCN(C(=O)CCCn3c(=O)[nH]c4ccsc4c3=O)CC2)cc1	0.1	i	13.0
CSC(=S)N/N=C/c1ccc(Br)cc1	0.6	i	22.6
O=C(CCC(=O)Nc1ccc(Cl)cc1Cl)NNC(=O)[C@@H]1CCCC[C@@H]1C(=O)O	-0.7	/	3.9
NC(=O)c1ccsc1NC(=O)COC(=O)c1ccccn1	0.7	/	0.4
O=Cc1cccc(Oc2ncccn2)c1	-1.9	i	1.5
Cc1cc(C)c(OCC(O)CN2CCN(c3ccccn3)CC2)c(C)c1 (stereo not drawn)	-0.1	i	10.4
CN(C)CCN1C(=O)c2ccccc2C1=O	-0.5	/	4.5
O=C(CN(CC1CCCO1)C(=O)CNS(=O)(=O)c1ccc(F)cc1)NC1CCCCC1 (stereo not drawn)	-0.8	i	17.1
Cc1noc(C(=O)Nc2cccnc2)c1Cl	1.8	i	19.5
Cc1cccc(C2(c3cccc(C)c3)CC2C(=O)Nc2ccc([N+](=O)[O-])cc2O)c1 (stereo not drawn)	-2.0	i	39.6
CCOC(=O)N1CCC(N2CCCC(C(=O)c3cc(F)ccc3OC)C2)CC1 (stereo not drawn)	-0.7	i	8.3
CC1CCN(CCC(=O)N2CCCc3c2c(=O)oc2ccc(O)cc32)CC1	0.1	i	11.0
COc1cccc(NC(=O)c2ccc(OC(F)(F)F)cc2)c1	0.6	/	43.6
Cn1c(=O)c2sccc2n(Cc2ccc(Br)cc2)c1=O	-1.2	i	12.2
COc1ccc(S(=O)(=O)Nc2ccccc2C(=O)N2CCOCC2)cc1Br	-1.0	i	/
O=C(O)CC1(CC(=O)NCc2cc(F)cc3c2OCOC3)CCCCC1	-0.8	i	7.6
COC(=O)C1=C(C)N(c2cc(Cl)cc(Cl)c2)C(=O)C1	-0.7	i	10.2
Cc1c(C(=O)N2CCCCC2)c(S(=O)(=O)N2CCC(C)CC2)c(C)n1C	-0.4	i	9.6
NC(Cc1c[nH]c2ccccc12)C(=O)NCc1ccccc1 (stereo not drawn)	-1.3	i	4.3
O=C(c1ccncc1)N1CCN(CCc2ccccc2)CC1	-17.7	i	-10.0

Some of the entries above, set out differently:
| smiles | STK33 inh | KCNQ2 inh | OX1R FRET antag |
| --- | --- | --- | --- |
| Cc1cc(C)c(OCC(O)CN2CCN(c3ccccn3)CC2)c(C)c1 (stereo not drawn) | -0.1 | i | 10.4 |
| CN(C)CCN1C(=O)c2ccccc2C1=O | -0.5 | / | 4.5 |
| O=C(CN(CC1CCCO1)C(=O)CNS(=O)(=O)c1ccc(F)cc1)NC1CCCCC1 (stereo not drawn) | -0.8 | i | 17.1 |
| Cc1noc(C(=O)Nc2cccnc2)c1Cl | 1.8 | i | 19.5 |
| Cc1cccc(C2(c3cccc(C)c3)CC2C(=O)Nc2ccc([N+](=O)[O-])cc2O)c1 (stereo not drawn) | -2.0 | i | 39.6 |

Next part
SMILES	STK33 inh	KCNQ2 inh	OX1R FRET antag
COC(=O)c1ccc(/C=N/NC(=O)C2CC(=O)N(c3ccc(OC)cc3)C2)cc1 (stereo not drawn)	-0.5	i	24.2
O=C1NC(c2ccc3c(c2)OCO3)Oc2ccccc21 (stereo not drawn)	0.1	i	4.2
c1ccc(-c2ccc(-n3ccnc3)cc2)cc1	5.5	i	7.5
COC(=O)c1c(N)c(C#N)c(C)n1-c1ccccc1	-1.3	i	10.4
O=C(Nc1ccc(S(=O)(=O)NCC2CCCO2)cc1)c1cccc(F)c1 (stereo not drawn)	0.4	i	9.6
CC(C)CNC(=O)c1cc(=O)[nH]c2ccc(S(=O)(=O)Nc3ccc(F)cc3)cc12	1.2	i	31.5
CCc1ccc(C(=O)c2cncc(Br)c2)cc1	/	i	18.1
CCOc1ccc(CCNC(=O)c2cccc(S(=O)(=O)N3CCCC3)c2)cc1OCC	-1.2	i	16.2
O=C(Nc1cccc(Cl)c1)NC1(C(=O)NCc2cccs2)CCCCC1	-0.3	i	13.4
COc1cc2c(c(OC)c1)C(c1cccc(OC)c1OC)CC(=O)N2 (stereo not drawn)	0.9	i	13.7
CCC(C)(C)n1nnnc1C(c1cc2cc(C)cc(C)c2[nH]c1=O)N1CCCC1 (stereo not drawn)	0.6	/	12.7
CCc1ccccc1NC(=O)C1CCN(S(C)(=O)=O)CC1	-0.5	i	6.5
CC(C)N=C1NN=C(c2cccs2)C(CC(=O)O)S1 (stereo not drawn)	-0.9	i	1.2
COc1ccc(N(C)S(=O)(=O)c2cccc(C(=O)OCC(=O)Nc3sc4c(c3C#N)CCCCC4)c2)cc1	0.3	i	21.7
COc1ccc(-c2c3c(nc4sc5c(=O)[nH]c(C)nc5c24)CCC3)cc1	-1.4	i	30.6
CC1CCCC(NC(=O)c2cccc(S(=O)(=O)N3CCCCC3)c2)C1C (stereo not drawn)	-1.2	i	0.3
CC(NS(=O)(=O)c1ccc2c(c1)CC(=O)N2C)c1ccccc1 (stereo not drawn)	-0.6	i	37.0
O=C(CSCc1ccccc1)N/N=C/c1ccccc1OCc1ccccc1	-1.1	i	14.3
